GALR2 antag: antagonists of human galanin receptor 2 (GALR2) | O43603 | GALR2-expressing cells, antagonist mode | inhibition, % at 4 µM | 140,000 compounds, 0.39% hits; in the data active = inhibition above about 27%;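 also: cells stimulated with galanin 1-16 at roughly its EC80; 0% = agonist challenge control and 100% = basal control without agonist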
Target sequence (O43603 whole entry, looked up): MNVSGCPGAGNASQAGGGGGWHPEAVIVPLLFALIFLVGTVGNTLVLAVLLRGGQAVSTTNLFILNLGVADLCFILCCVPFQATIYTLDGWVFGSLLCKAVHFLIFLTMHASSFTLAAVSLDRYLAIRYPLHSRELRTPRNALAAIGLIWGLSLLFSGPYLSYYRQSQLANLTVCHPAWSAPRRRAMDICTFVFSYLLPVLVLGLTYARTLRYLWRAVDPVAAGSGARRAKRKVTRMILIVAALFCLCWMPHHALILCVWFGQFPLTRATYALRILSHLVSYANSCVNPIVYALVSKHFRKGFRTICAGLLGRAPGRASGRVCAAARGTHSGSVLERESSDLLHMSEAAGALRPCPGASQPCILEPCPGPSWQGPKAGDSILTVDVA
MRP-1 activ: activates MRP-1; H69AR cells + doxorubicin, viability rescue, CellTiter-Glo; viability increase, % at 10 µM; 140,000 compounds, 0.61% hits;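 active = viability gain under doxorubicin at or above a set limit, the compound median plus 3 SD, cut at about 4.7% in these data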;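 also: MRP-1 overexpressing cells given doxorubicin 25 µM after compound pretreatment; 18-22 h compound pretreatment then 72 h with doxorubicin before readout; 0% = doxorubicin-only wells and 100% = vehicle-treated cells without doxorubicin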
BB579 growth dn: chemicals that inhibit yeast BB579 growth in restrictive medium (lifespan-shortening candidates); inhibition, % at 10 µM; 140,000 compounds, 0.51% hits; AID 804; S. cerevisiae BB579 growth, OD615, 48 h;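 active = inhibition above a set limit, 3 SD over the mean compound inhibition, cut at about 44% in these data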; also: inactives centre near -24
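Test system: Saccharomyces cerevisiae DeaD strain BB579, replicative lifespan model yeast | Buffer or medium: Restrictive CSMM-D medium | Doses: One dose, 10 µM compound with 0.25% DMSO | Incubation: 48 h exposure, 30 °C | Detection: Culture absorbance at 615 nm | Control set: Amphotericin B at 10 µg/mL as positive control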
Measles CPE: protection of cells from measles virus; Measles virus-infected cells, CPE protection, absorbance; protection (pct of control), % at 4 µM; 140,000 compounds, 1.5% hits; in the data active = protection mostly above about 24%, no sharp cut-off; inactive = mostly below about 26%; also: some compounds called inactive have numbers as strong as hits
NPY-Y2 antag: antagonists of human neuropeptide Y receptor Y2 | P49146 | NPY-Y2 expressing cells, antagonist mode | inhibition, % at 2.7 µM | 140,000 compounds, 0.99% hits; in the data active = inhibition above about 17%;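 also: 0% = vehicle with agonist challenge and 100% = reference antagonist with challenge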
Target sequence (P49146 whole entry, looked up): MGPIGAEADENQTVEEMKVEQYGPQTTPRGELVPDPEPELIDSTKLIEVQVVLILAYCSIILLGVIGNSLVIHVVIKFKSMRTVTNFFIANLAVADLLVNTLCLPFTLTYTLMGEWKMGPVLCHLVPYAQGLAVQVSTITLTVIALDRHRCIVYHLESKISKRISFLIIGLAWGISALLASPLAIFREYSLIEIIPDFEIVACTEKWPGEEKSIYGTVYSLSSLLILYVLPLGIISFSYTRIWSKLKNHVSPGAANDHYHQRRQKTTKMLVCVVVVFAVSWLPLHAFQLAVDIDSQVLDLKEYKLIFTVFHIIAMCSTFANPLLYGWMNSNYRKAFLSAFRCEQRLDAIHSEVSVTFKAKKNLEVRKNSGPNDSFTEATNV
HCT116 PTEN-null: growth suppressors of cells with PTEN tumor suppressor deletion; HCT116 PTEN-null viability, CellTiter-Glo, 60 h; hits give low values; viability, % at 10 µM; 140,000 compounds, 1.2% hits; AID 827;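 active = viability at or below a set limit, 4 SD under the median of all tested compounds, cut at about 3.7% in these data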;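 also: PTEN knockout HCT116 line with beta catenin targeted HCT116 as companion control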
bCat KO growth: beta-catenin-lacking colon tumor cell growth suppression | HCT116 beta-catenin knockout viability, CellTiter-Glo, 60 h; hits give low values | viability, % at 10 µM | 140,000 compounds, 1.5% hits;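 active = viability at or under a set limit, the compound median less 4 SD, cut at about 6% in these data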;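 also: 0% = Hyamine 1622 control at 20 µM and 100% = untreated cell control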
Yeast lifespan up: yeast lifespan extension. S. cerevisiae growth with nicotinamide, OD615; deaD strain in restrictive glucose medium. inhibition of the nicotinamide effect, % at 10 µM. 130,000 compounds, 0.68% hits. AID 775;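 active = inhibition above a set limit, placed 3 SD over the median of all compounds, cut at about 26% in these data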;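 also: 0% = nicotinamide-treated wells and 100% = cells grown without nicotinamide; some compounds called inactive have numbers as strong as hits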
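Assay system: DeaD-strain S. cerevisiae. Medium: CSMM-D glucose medium, restrictive. Reagent: nicotinamide, 1.5 mM, co-present with compound. Compound: 10 µM single point, 0.25% DMSO. Schedule: culture preincubation 4 h, compound exposure 48 h, both 30 °C. Detection: absorbance at 615 nm.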
E-sel TNF inh: TNF alpha driven E-selectin expression inhibition | HUVEC TNFa-induced E-selectin immunofluorescence, high content | inhibition, % at 2 µM | 120,000 compounds, 0.71% hits | AID 1246;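 active = inhibition above the batch mean plus 3 SD, and confirmed as a hit on visual image review, cut at about 43% in these data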;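 also: 0% = TNF-stimulated DMSO wells and 100% = unstimulated control wells; not every result past the cut was called active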
Phagocytosis inh: inhibitors of macrophage phagocytosis | J774A.1 macrophage IgG-bead phagocytosis, imaging | 110,000 compounds, 0.07% hits | AID 1029 | inhibition, % at 5 µM;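 active = inhibition above the mean of the plate negative controls plus 5 SD, cut at about 13% in these data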;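 also: phagocytic index as fraction of beads internalized from green versus red external bead signal; plate controls were DMSO negative control for no effect and cytochalasin-D positive control for full effect; some results beyond the cut were filed as inactive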
Starred values were filed as active, the others as inactive; / = no result given. Rows are unselected. Share with any hit: about 6.1%.

SMILES | GALR2 antag | MRP-1 activ | BB579 growth dn | Measles CPE | NPY-Y2 antag | HCT116 PTEN-null | bCat KO growth | Yeast lifespan up | E-sel TNF inh | Phagocytosis inh
O=C(CSc1nc2cc(Cl)ccc2s1)c1ccco1 | 9 | -2.1 | -18 | 3 | 3 | 73 | 73 | -10 | / | -1
CN(C)c1ccc(O)c2c1CC1CC3[C@@H](N(C)C)C(=O)C(C(N)=O)=C(O)[C@]3(O)C(=O)C1=C2O (some centres undefined) | -6 | -3.6 | -24 | 9 | 1 | 66 | 71 | 1 | / | /
O=C(NCc1ccccc1F)C1CCCN(C(=O)NC2CCCCC2)C1 (centres undefined) | 8 | -1.1 | -1 | 10 | -2 | 101 | 100 | -8 | 4 | -2
Cc1cc(NC(=O)CCc2ccc(C)o2)no1 | -10 | -1.2 | -11 | 29 | 4 | 91 | 90 | -24 | -27 | 7
Cc1nnc(SCCn2c(N(C)Cc3ccccc3)nc3c2c(=O)[nH]c(=O)n3C)s1 | -15 | -1.0 | -22 | 14 | -1 | 97 | 90 | -4 | 14 | 0
Cc1ccc(OCCSCc2nc3ccccc3[nH]2)cc1 | 3 | -1.1 | -42 | 35 | 3 | 69 | 61 | -12 | -4 | /
CCOc1cc(C(=O)O/N=C(\N)c2ccc([N+](=O)[O-])cc2)cc(OCC)c1OCC | 2 | -4.4 | 2 | 10 | 2 | 73 | 79 | -2 | 7 | /
Cc1ccc(C2Nc3ccccc3C(=O)N2Cc2ccco2)cc1 (centres undefined) | -6 | -5.5 | 2 | 6 | 2 | 37 | 32 | -21 | -35 | /
C=CCc1cccc2cc(C(=O)N(C)C)c(=O)oc12 | -8 | -0.4 | -20 | 9 | 1 | 111 | 109 | -4 | 13 | 0
Cc1cc(C(=O)N/N=C2\CC(=O)CC(C)(C)C2)c(C)n1-c1ccccc1 | -3 | -1.9 | 3 | 11 | 2 | 61 | 69 | 0 | / | -1
Cc1cc(C)cc(N2CCCn3c2nc2c3c(=O)n(CC(=O)OCc3ccccc3)c(=O)n2C)c1 | -13 | -2.0 | -3 | 4 | 4 | 89 | 73 | -31 | / | 6
CCC(=O)Nc1ccc(C(=O)N/N=C/c2cccnc2)cc1 | -3 | -1.4 | -12 | 24 | 1 | 87 | 77 | -12 | -5 | /
CCOC(=O)C1=C(Cc2ccc(Cl)cc2)C(=O)c2ccccc2C1=O | 13 | -4.2 | -36 | 15 | 5 | 76 | 69 | 15 | 13 | -2
O=C(Cc1c[nH]c2ccccc12)NCc1cccs1 | 6 | -1.6 | 0 | 18 | 4 | 93 | 94 | 1 | / | -4
O=C(c1ccco1)N1CCN(S(=O)(=O)c2ccc3c(c2)OCCO3)CC1 | -4 | -2.2 | -9 | 3 | 1 | 84 | 81 | -1 | / | -2
C=CCSC1=C(C#N)C(c2cc(Br)c(O)c(OC)c2)CC(=O)N1 (centres undefined) | 1 | -0.2 | -16 | 9 | 5 | 101 | 98 | -7 | / | 0
O=C(NCCN1Cc2ccccc2C1=O)c1cccs1 | -2 | 0.3 | -54 | 17 | -4 | 112 | 99 | 0 | 5 | -2
Cn1nnc2cc(NC(=O)NCc3ccc4c(c3)OCO4)ccc21 | 2 | 0.1 | -10 | 11 | 1 | 88 | 94 | -6 | 10 | 2
O=C(CCN1C(=O)c2cccnc2C1=O)NC1CCCCCC1 | 0 | -1.7 | -10 | 0 | 1 | 86 | 89 | -23 | / | 0
CC(C)C(NS(=O)(=O)c1ccc2c(c1)OCCO2)C(=O)NCCc1ccccn1 (centres undefined) | 12 | -0.8 | -67 | 9 | 0 | 99 | 98 | -10 | / | -1
CC1=CCC2C(=O)N(CCc3c[nH]c4ccccc34)C(=O)C2C1 (centres undefined) | 1 | -5.7 | -5 | 15 | 2 | 85 | 80 | / | -11 | /
COC(=O)c1ccc2c(=O)n(CCCCCC(=O)O)c(=O)[nH]c2c1 | 6 | -0.5 | -17 | 5 | 3 | 97 | 92 | -1 | 9 | -4
O=C(COC(=O)c1cc(=O)c2ccccc2o1)Nc1ccc2ccccc2c1 | -4 | -1.0 | -31 | 11 | 3 | 90 | 98 | 0 | / | -12
CCN=C1SC(CC(=O)NCCc2ccc(OC)c(OC)c2)C(=O)N1CC (centres undefined) | 10 | -1.7 | -20 | 14 | 1 | 90 | 86 | -25 | 1 | /
CCOC(=O)c1cnc(-n2nc(C)cc2C)nc1NC | 2 | 1.2 | -10 | 2 | 1 | 87 | 79 | -23 | 42 | 1
SMILES | GALR2 antag | MRP-1 activ | BB579 growth dn | Measles CPE | NPY-Y2 antag | HCT116 PTEN-null | bCat KO growth | Yeast lifespan up | E-sel TNF inh | Phagocytosis inh
Cc1cccc2c3nc4ccccc4nc3n(CCCN3C(=O)c4ccccc4C3=O)c12 | 10 | 5.2* | 18 | 8 | 2 | 109 | 102 | -3 | -12 | -10
CCOCCCNC(=O)C(NC(=O)CNC(C)=O)c1ccc(Cl)cc1 (centres undefined) | 2 | -3.6 | 11 | 12 | 0 | 91 | 89 | 0 | / | -2
Cc1ccsc1CN1CCC(C(=O)NCc2ccccc2Cl)CC1 | -9 | -2.9 | -20 | 4 | 5 | 96 | 86 | 4 | 18 | 1
COC(=O)CC1=NN(c2ccc(OC)cc2)C(=O)/C1=C\c1ccc(Cl)cc1 | 0 | 0.9 | -24 | 20 | 0 | 107 | 99 | 31* | / | -7
CCOCc1nnc(NC(=O)CSc2ccc(C)cc2)s1 | 4 | -3.5 | -35 | 5 | 9 | 95 | 90 | / | 5 | /
CC(C)NC(=O)COC(=O)c1ccc(O)cc1 | 6 | -0.8 | -70 | 7 | 0 | 97 | 90 | -4 | -34 | 1
CCCC(=O)OCCn1c(Br)nc2c1c(=O)[nH]c(=O)n2C | 30* | -1.8 | -23 | 35* | 3 | 94 | 86 | -2 | -9 | /
O=C(NCc1cccnc1)Nc1ccccc1F | -10 | -0.6 | -37 | 8 | 0 | 101 | 97 | / | -24 | /
O=C(CSc1nc2ccccc2[nH]1)Nc1ccccc1N1CCOCC1 | -8 | -0.1 | -41 | 9 | 2 | 105 | 100 | -7 | 8 | -1
COc1cc(C(=O)COC(=O)Cc2cnc3sccn23)cc(OC)c1OC | 7 | -1.8 | -42 | 18 | 3 | 100 | 95 | -6 | -29 | 0
O=S1(=O)C=C(Oc2ccc(F)cc2)c2ccccc21 | 1 | -3.5 | -17 | 38 | 2 | 99 | 108 | -12 | -4 | -1
O=c1c2ccccc2nc(-c2ccoc2)n1CCc1ccccc1 | -9 | 1.3 | -27 | 17 | 13 | 76 | 72 | -17 | -1 | 0
COc1ccc(/C(C)=N/NC(=O)c2cc(-c3cccnc3)nc3ccccc23)cc1 | 19 | -0.9 | -45 | 5 | 13 | 94 | 88 | -1 | / | -5
Cc1ccccc1NC(=O)NCCCN1CCCC1 | 1 | 0.0 | -17 | 5 | 3 | 91 | 85 | -8 | 3 | 1
COc1ccccc1NS(=O)(=O)c1cc(NC(=O)c2cc3ccccc3oc2=O)ccc1C | -13 | -1.7 | -37 | 9 | 2 | 77 | 65 | 5 | / | 4
CCOC(=O)c1nc(N)sc1C(=O)OCC | -9 | 0.5 | 7 | 2 | 0 | 98 | 99 | -16 | / | /
C=CCN1CC2CC3(COc4cc(C)cc(C)c4)C=CC2(O3)C1=O (centres undefined) | 3 | -3.2 | -18 | 6 | 4 | 101 | 87 | -25 | -11 | -1
S=C(c1nc2ccccc2[nH]1)N1CCOCC1 | -5 | 0.0 | -16 | 7 | 3 | 96 | 86 | / | -4 | /
COc1cc(Cl)cc(/C=C/c2ccc3ccccc3n2)c1OC(C)=O | 14 | -4.9 | -29 | 12 | -1 | 32 | 37 | -3 | 3 | -6
CS(=O)(=O)N1CCc2cc(-c3csc(NC(=O)Cc4ccccc4)n3)ccc21 | 5 | 0.4 | -46 | 118* | 4 | 13 | 14 | / | 9 | /
CCSc1nnc(NC(=O)c2ccco2)s1 | 0 | -0.5 | -44 | 1 | 6 | 102 | 94 | -1 | 4 | -1
O=C(Nc1cccc(C(F)(F)F)c1)N(Cc1ccc(Cl)cc1)CC(O)C(F)(F)F (centres undefined) | 10 | -2.8 | -14 | 7 | 0 | 15 | 30 | -19 | -16 | /
CSc1nc2c(c(=O)[nH]c(=O)n2C)n1C/C=C(\C)Cl | 1 | -1.1 | 10 | 2 | 1 | 96 | 91 | -9 | -1 | 0
Cc1cc(=O)oc(C)c1C(=O)NCCNC(=O)c1c(C)cc(=O)oc1C | 6 | 0.3 | -65 | 10 | 5 | 102 | 101 | 2 | -24 | -2
O=C(Nc1cccc(-c2nc3ncccc3o2)c1)c1sc2ccccc2c1Cl | 0 | 0.2 | -55 | 8 | 0 | 57 | 65 | -6 | -39 | /
SMILES | GALR2 antag | MRP-1 activ | BB579 growth dn | Measles CPE | NPY-Y2 antag | HCT116 PTEN-null | bCat KO growth | Yeast lifespan up | E-sel TNF inh | Phagocytosis inh
CC1=C(C(=O)Nc2ccccn2)C(c2ccccc2)n2ncnc2N1 (centres undefined) | 0 | -1.4 | -10 | 20 | 2 | 88 | 93 | -16 | / | -3
CC1(C)Cc2c(c(N3CCOCC3)nc3sc4c(NCc5ccccc5)nnnc4c23)CS1 | -10 | -2.7 | -62 | 3 | -2 | 3.2* | 7 | -7 | -16 | 1
COCCn1c(SCC(=O)N2CCCc3ccccc32)nc2ccccc2c1=O | -8 | -0.8 | -11 | 2 | 10 | 77 | 77 | -12 | / | 0
Cc1cccc(Sc2ccc([N+](=O)[O-])cc2[N+](=O)[O-])n1 | 14 | -4.6 | -19 | 39* | -1 | 31 | 25 | 1 | / | 5
O=C(NCCc1c[nH]c2ccc(Cl)cc12)c1cccnc1 | -4 | -0.2 | -21 | 9 | -1 | 89 | 99 | -7 | 22 | -2
CCCS(=O)(=O)c1cn2cccc(N)c2c1S(=O)(=O)CCC | 4 | -3.6 | -51 | 31 | 1 | 88 | 89 | -9 | 16 | -3
CCC(=O)Nc1ccc(Nc2ccccc2)cc1 | 10 | -4.8 | -13 | 5 | 1 | 92 | 88 | -7 | 7 | -2
CCCCc1ccc(CC2S/C(=C(\C#N)C(=O)N3CCOCC3)N(c3ccccc3)C2=O)cc1 (centres undefined) | 0 | 2.9 | -25 | 12 | 0 | 102 | 92 | -2 | 13 | 1
Cn1c(=O)c2[nH]c(N3CCOCC3)nc2n(-c2ccccc2)c1=O | 3 | -1.3 | -34 | 22 | 4 | 88 | 96 | -12 | / | -2
Nc1ccc(-c2nc3ccc(-c4nc5ccccc5o4)cc3[nH]2)cc1 | 8 | -5.6 | -35 | 20 | 0 | 33 | 31 | -29 | / | -2
COc1ccccc1OCc1nnc(SCC(=O)c2cc(Cl)ccc2OC)o1 | 1 | -1.4 | -70 | 8 | 6 | 56 | 63 | -36 | -8 | 0
CCOC(=O)C1CCCN(CC(O)COc2cccc(C)c2)C1 (centres undefined) | 5 | -1.8 | 15 | 22 | 3 | 100 | 99 | 5 | / | -1

High-throughput results (PubChem BioAssay)
